# From PubChem BioAssay
# LAP4 TOR yeast: modulators of LAP4-GFP expression in yeast, primary screen, S. cerevisiae, multiplex flow cytometry, MLPCN library; 3 h; median GFP as percent of DMSO wells; GFP response vs DMSO, % at 10 µM; 320,000 compounds, 0.34% hits; AID 2023, 2009;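 active means GFP response vs DMSO above a set limit, about the screen mean plus 3 SD, cut at about 150% in these data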
# AGP1-GFP MLPCN: modulators of AGP1-GFP expression in yeast TOR pathway, primary screen, cell-based, multiplex flow cytometry, S. cerevisiae, MLPCN library; 3 h; GFP as percent of DMSO wells; GFP response vs DMSO, % at 10 µM; 320,000 compounds, 0.02% hits;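 active means GFP response relative to DMSO above a set limit, near screen average plus 3 SD, cut at about 150% in these data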;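 further: median GFP channel fluorescence of the gated AGP1 strain per well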
# MEP2 TOR yeast: modulators of MEP2-GFP levels in yeast, primary screen, S. cerevisiae, multiplex flow cytometry, MLPCN library. AID 2016, 2009. 330,000 compounds, 0.51% hits. GFP response vs DMSO, % at 10 µM. S. cerevisiae MEP2-GFP strain, 3 h; 100% = DMSO control level;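 active means GFP response versus DMSO above a set limit, roughly screen mean plus 3 SD, cut at about 180% in these data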;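 further: median GFP fluorescence of the barcode-gated MEP2-GFP cells per well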
# RPL19A-GFP yeast: RPL19A-GFP expression modulators in yeast, primary screen, cell-based, S. cerevisiae, multiplex flow cytometry, MLPCN; AID 2025, 2009; S. cerevisiae RPL19A-GFP strain, 3 h; active compounds read low; 330,000 compounds, 0.3% hits; percent response vs DMSO, % at 10 µM;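 active means percent response vs DMSO below 50%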;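 further: median channel GFP fluorescence of the barcoded RPL19A-GFP strain; ratio of sample median GFP to plate DMSO average so 100% = DMSO; lower means less RPL19A-GFP as with rapamycin TOR inhibition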
# Efflux pump inh: inhibitors of Candida efflux pumps in yeast, primary screen, S. cerevisiae, Nile Red, multiplex; S. cerevisiae Candida pump triplex; inhibition, % at 10 µM; 330,000 compounds, 0.44% hits; AID 485275, 2010;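 active means plate passing quality check with inhibition over a set limit, or well fluorescence over plate mean plus 4 SD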;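 further: Nile Red retained in pooled yeast measured as flow cytometry median fluorescence; 0% = buffer negative control and 100% = Enniatin B positive control; higher means more Nile Red kept so more efflux inhibition; some compounds called inactive have numbers as strong as hits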
# Yeast superoxide: reduction of superoxide in aged yeast, primary screen, HTS; S. cerevisiae aged cells, superoxide DHE fluorescence; active compounds read low; superoxide response (% of plate mean), % at 10 µM; 330,000 compounds, 0.18% hits; AID 2690, 2010;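 active means superoxide response under a set limit, about three screen SD below normal, cut at about 65% in these data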;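 further: yeast aged for seven days with compound at 30 °C before DHE staining; 100% = average MFI of all compound-treated wells on the plate with controls excluded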
# CIT2 TOR yeast: modulators of CIT2-GFP expression in yeast, primary screen, S. cerevisiae, GFP fusion, multiplex flow cytometry, MLPCN library; S. cerevisiae CIT2-GFP strain, 3 h; 100 means same as DMSO wells; GFP response vs DMSO, % at 10 µM; 320,000 compounds, 0.065% hits; AID 2029, 2009;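 active means GFP response relative to DMSO above a set limit, near the screen mean plus 3 SD, cut at about 150% in these data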;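 further: ratio of well median GFP fluorescence to mean of DMSO wells on the plate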
# AHR act: AHR activators, primary screen, cell-based, luminescence, luciferase reporter, human; AHR-responsive luciferase reporter cells; activation, % at 5 µM; 320,000 compounds, 2.5% hits; AID 2796, 2010; in the data active means activation above about 47%;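 further: 0% = vehicle wells and 100% = reference agonist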
# Target sequence (P35869 whole entry, looked up): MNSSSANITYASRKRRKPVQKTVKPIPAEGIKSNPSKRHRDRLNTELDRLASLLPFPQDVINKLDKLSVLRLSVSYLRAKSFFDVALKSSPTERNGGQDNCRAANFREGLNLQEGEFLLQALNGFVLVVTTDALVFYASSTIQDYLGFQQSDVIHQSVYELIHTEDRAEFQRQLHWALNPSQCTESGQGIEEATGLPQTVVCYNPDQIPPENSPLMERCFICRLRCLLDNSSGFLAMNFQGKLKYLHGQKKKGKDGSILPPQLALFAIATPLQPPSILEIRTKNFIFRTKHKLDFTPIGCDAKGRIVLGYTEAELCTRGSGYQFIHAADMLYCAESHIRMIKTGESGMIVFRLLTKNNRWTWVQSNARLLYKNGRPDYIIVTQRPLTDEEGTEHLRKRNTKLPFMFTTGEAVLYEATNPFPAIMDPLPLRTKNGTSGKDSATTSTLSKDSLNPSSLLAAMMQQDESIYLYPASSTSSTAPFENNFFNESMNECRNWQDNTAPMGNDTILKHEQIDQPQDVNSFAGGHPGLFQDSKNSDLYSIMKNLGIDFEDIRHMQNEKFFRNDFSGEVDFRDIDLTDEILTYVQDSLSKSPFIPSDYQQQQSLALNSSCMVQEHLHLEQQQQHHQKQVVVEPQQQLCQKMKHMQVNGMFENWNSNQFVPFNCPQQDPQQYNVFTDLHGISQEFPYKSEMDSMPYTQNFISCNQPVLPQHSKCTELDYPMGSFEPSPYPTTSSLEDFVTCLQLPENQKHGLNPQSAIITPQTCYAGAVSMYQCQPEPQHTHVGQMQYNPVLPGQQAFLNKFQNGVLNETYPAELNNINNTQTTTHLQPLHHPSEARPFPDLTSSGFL
# * hit, by the source's call; / = no result given.
SMILES,LAP4 TOR yeast,AGP1-GFP MLPCN,MEP2 TOR yeast,RPL19A-GFP yeast,Efflux pump inh,Yeast superoxide,CIT2 TOR yeast,AHR act
COc1cccc(C2c3c(oc4ccccc4c3=O)C(=O)N2c2ccccn2)c1 (stereo not drawn),96,104,98,97,-0.1,94,94,0
CC1c2[nH]c3ccccc3c2C[C@H]2C(=O)N(CCO)CC(=O)N12 (stereo partly drawn),118,110,98,94,-0.1,91,110,4
CCCCOC(=O)C1C2C=C[C@]3(CN(CCCOC)C(=O)[C@H]13)O2 (stereo partly drawn),105,100,101,99,0.0,89,103,2
O=C(Nc1ccc(Cl)cc1)C1CCCC1,97,95,102,101,-0.1,102,96,/
COC(=O)c1cc(NS(=O)(=O)c2cccc(Cl)c2)ccc1N1CCOCC1,102,107,107,105,-0.1,92,97,0
COc1cc(C(=O)OCCCOC(=O)c2cc(OC)c(OC)c(OC)c2)cc(OC)c1OC,86,92,91,102,-0.1,101,98,2
COc1ccc(C(=O)COC(=O)c2ccc3c(c2)OCO3)c(OC)c1,102,102,93,99,0.0,80,98,0
CC1(C)CC(=O)C(N=Nc2cc3c(cc2[N+](=O)[O-])OCCO3)=C(O)C1,84,96,89,95,-0.2,107,89,1
Cn1nc(-c2ccccc2)c2cc([N+](=O)[O-])ccc21,100,104,99,103,0.1,95,101,68*
CCn1cc(C2=NC(C)(C)CO2)c2ccccc21,104,109,109,107,-0.1,98,107,9
Cc1ccc(N2CC(C(=O)Nc3ccc(S(=O)(=O)Nc4nccs4)cc3)CC2=O)cc1 (stereo not drawn),95,98,94,90,-0.2,90,90,10
COc1ccc(Br)cc1CN(C)CC(=O)NCCc1ccccc1,98,97,103,101,0.1,92,95,4
Cc1ccc(CC2S/C(=N/c3ccccn3)NC2=O)cc1 (stereo not drawn),89,107,99,100,-0.1,93,96,5
O=C(Cc1ncc(C(F)(F)F)cc1Cl)Nc1cccc(Br)c1,94,94,97,94,0.2,113,92,29
COc1ccc(NC(=O)c2ccc3c(=O)n(-c4ccc(OC)cc4OC)c(=S)[nH]c3c2)c(OC)c1,102,111,109,109,0.1,101,99,-6
Cc1ccc(Cn2ccc(=O)c(Cc3c(Cl)cccc3Cl)c2C)cc1,98,105,103,101,0.1,114,111,0
CC[C@]12c3[nH]c4ccccc4c3CCN1C(=O)C(CC(=O)NCCCn1ccnc1)C[C@@H]2C(=O)N1CCN(C(=O)c2ccco2)CC1 (stereo partly drawn),95,94,97,95,0.8,104,90,0
COc1ccc(N2CCN(C(=S)Nc3cccc(C)c3C)CC2)cc1,92,100,97,99,0.2,82,95,0
COc1cc(CNCCCN2CCOCC2)c(Br)cc1OC(C)C,98,101,105,100,-0.1,99,103,/
O=C(CCC1COc2ccccc2O1)Nc1ccccn1 (stereo not drawn),109,97,103,100,0.0,106,95,-9
CN1CCN(c2ccc(NC(=O)c3ccc([N+](=O)[O-])o3)cc2Cl)CC1,98,101,99,111,0.1,134,100,2
Cc1[nH]c2c(C)cccc2c(=O)c1CN1CCCCCC1,94,95,105,102,0.1,94,96,3
COC(=O)c1cc(C)nc(Sc2ccccc2NC(C)=O)n1,110,105,95,95,-0.1,81,98,-1
O=C(NCc1ccco1)/C(=C\c1cccs1)NC(=O)c1ccsc1,86,91,98,94,0.0,99,100,11
CC(C)N(C(=O)CSc1nnc(NC(=O)C2CCC2)s1)C(C)C,100,102,99,100,0.1,96,95,0

# Compounds shown so far containing an aryl thioether with sulfur outside any ring:
SMILES,LAP4 TOR yeast,AGP1-GFP MLPCN,MEP2 TOR yeast,RPL19A-GFP yeast,Efflux pump inh,Yeast superoxide,CIT2 TOR yeast,AHR act
COC(=O)c1cc(C)nc(Sc2ccccc2NC(C)=O)n1,110,105,95,95,-0.1,81,98,-1
CC(C)N(C(=O)CSc1nnc(NC(=O)C2CCC2)s1)C(C)C,100,102,99,100,0.1,96,95,0

# More entries follow:
SMILES,LAP4 TOR yeast,AGP1-GFP MLPCN,MEP2 TOR yeast,RPL19A-GFP yeast,Efflux pump inh,Yeast superoxide,CIT2 TOR yeast,AHR act
COc1ccccc1/C=C\C=N\NC(=O)c1ccco1,105,99,94,100,0.0,96,100,14
COc1ccccc1CNS(=O)(=O)c1c(C(=O)N2CCCC2)c(C)n(C)c1C,97,101,99,101,0.1,111,102,3
CCOC(=O)c1c(C)c(C(=O)NC(C)COC)c(C)n1CC (stereo not drawn),93,102,98,/,-0.5,83,101,3
CCn1ncc(/C=C/C(=O)Nc2c(C)nn(Cc3ccc(Cl)cc3Cl)c2C)c1C,108,104,108,104,0.8,91,95,-7
COc1cc(/C=C/C(=O)N2CCN(Cc3ccccc3)CC2)cc(OC)c1OC,102,100,96,97,-0.1,105,96,1
Cc1ccnc(NC(=O)c2cc(-n3cnnc3)ccc2Cl)c1,102,111,108,105,0.1,98,95,4
CSc1nn(-c2ccc(C(=O)OCC(=O)NC(=O)NC(C)C)cc2)c(=S)s1,94,27,117,99,0.1,94,71,8
CN(C(=O)c1ccc(NC(=O)Cc2ccc([N+](=O)[O-])cc2)cc1)C1CCCC1,84,86,92,97,0.2,104,82,0
CC(C)C(=O)N1CCN(c2ccc([N+](=O)[O-])c(NC(C)c3ccccc3)c2)CC1 (stereo not drawn),95,94,99,111,0.3,115,100,25
NS(=O)(=O)c1ccccc1,112,109,104,102,0.1,84,101,-1
COc1ccc(NC(=O)C2CCCCN2N)cc1OCC(C)C (stereo not drawn),76,92,95,115,0.1,98,88,6
CC1CCCC(C)N1C(=O)COC(=O)Cn1cnc2c1c(=O)n(C)c(=O)n2C (stereo not drawn),100,98,98,92,0.1,95,90,0
COc1ccc(Br)cc1CN(C)C(=O)C1CC(=O)N(C2CCCC2)C1 (stereo not drawn),90,103,103,103,0.2,111,107,1
COc1ccc(N2CCN(C(=O)c3c(Cl)cnn3C)CC2)cc1,91,97,105,106,0.0,88,108,7
COc1ccccc1NC(=S)N1C2CCC1CC(NC(=O)NC13CC4CC(CC(C4)C1)C3)C2 (stereo not drawn),104,102,106,100,0.1,95,101,-1
CCOc1ccc(NC(=O)NC(C)c2ccc3c(c2)OCO3)cc1 (stereo not drawn),91,93,93,94,0.1,91,93,2
Cc1ccc2cc3cc(C(=O)NCc4ccco4)oc3nc2c1,102,93,96,103,-0.1,87,90,-10
Cc1ccc(-n2cc(CNCCCN3CCCC3=O)c(-c3ccc(F)cc3)n2)cc1,86,90,95,96,0.1,80,97,2
O=C(Cc1cn2ccsc2n1)Nc1cccc2cnccc12,99,101,101,97,-0.1,99,103,13
CCOc1nc(Nc2ccc(OC)c(Cl)c2)nc(N2CCN(c3ccc(OC)cc3)CC2)n1,103,104,101,105,-0.1,84,109,7
O=C(c1ccccc1)c1cc(-c2ccccc2)on1,103,97,102,104,0.1,97,96,-1
Cc1c(C(=O)Nc2ccccc2)cnn1-c1ccccc1,155*,127,137,95,-0.1,87,77,-5
COc1ccc(CN2CCCC(CO)(Cc3ccc(F)cc3F)C2)cc1 (stereo not drawn),81,98,95,101,0.0,104,99,-1
Cc1ccc2c(C)c(C(=O)Nc3c(C)n(C)n(-c4ccccc4)c3=O)oc2c1C,94,89,92,100,0.2,75,89,27
CC(C)c1nc(-c2ccc([N+](=O)[O-])cc2)cs1,97,102,109,104,0.0,100,105,-6

# In a second layout: results already given.
# Every second line gives: LAP4 TOR yeast, AGP1-GFP MLPCN, MEP2 TOR yeast, RPL19A-GFP yeast, Efflux pump inh, Yeast superoxide, CIT2 TOR yeast, AHR act
- CC(C)C(=O)N1CCN(c2ccc([N+](=O)[O-])c(NC(C)c3ccccc3)c2)CC1 (stereo not drawn)
→ 95, 94, 99, 111, 0.3, 115, 100, 25
- NS(=O)(=O)c1ccccc1
→ 112, 109, 104, 102, 0.1, 84, 101, -1
- COc1ccc(NC(=O)C2CCCCN2N)cc1OCC(C)C (stereo not drawn)
→ 76, 92, 95, 115, 0.1, 98, 88, 6
- CC1CCCC(C)N1C(=O)COC(=O)Cn1cnc2c1c(=O)n(C)c(=O)n2C (stereo not drawn)
→ 100, 98, 98, 92, 0.1, 95, 90, 0

# More entries
SMILES,LAP4 TOR yeast,AGP1-GFP MLPCN,MEP2 TOR yeast,RPL19A-GFP yeast,Efflux pump inh,Yeast superoxide,CIT2 TOR yeast,AHR act
C=C(C)c1sc(-c2ccc(Cl)cc2)nc1C,98,93,98,99,0.2,97,97,20
Clc1ccc(-c2nnc(SCc3nc4ccccc4s3)o2)cc1,101,97,96,101,-0.1,83,101,18
CCOC(=O)CCCNC(=O)CN1C(=O)NC2(CCCCCC2)C1=O,109,108,104,108,-0.1,103,112,-2
O=C(C1=C[C@H](c2coc3ccccc3c2=O)C[C@H](OCc2ccc(CO)cc2)O1)N1CCOCC1,127,82,90,89,0.0,96,86,-4
CCCn1c(=O)c(C(=O)Nc2ccccc2)c(O)c2ccccc21,97,103,94,97,0.0,105,99,16
COc1ccc(OS(=O)(=O)c2c(C)noc2C)cc1,115,93,98,101,0.0,94,97,-5
CCc1ccc(NC2=NCC(=O)N2Cc2ccc3c(c2)OCO3)cc1,104,106,106,102,0.1,114,105,0
O=C(CCc1ccc(Oc2cc([N+](=O)[O-])cc([N+](=O)[O-])c2)cc1)NC1CCCC1,95,93,98,99,-0.1,90,87,0
CCOc1ccc(CCNC(=O)c2ccc3c(=O)n4c(nc3c2)CCCCC4)cc1,96,96,95,97,-0.1,98,101,-1
O=C(COC(=O)c1ccc(OC(F)(F)F)cc1)Nc1ncccn1,94,100,95,99,0.0,98,94,0
COC(=O)[C@@]12CCCN1[C@H](c1ccc(-c3ccccc3)cc1)[C@H]1C(=O)N(C)C(=O)[C@H]12,119,99,97,109,0.0,102,111,-3
CNc1nc2[nH]c(=O)c3c(c2s1)OC(N)=C(C#N)C3c1cccc(F)c1 (stereo not drawn),91,93,99,94,0.0,99,92,13
Cc1cc(-c2ccccc2)nc(N2CCN(c3ccccn3)CC2)n1,112,100,114,100,0.0,102,100,81*
CCC(=O)N1CCN(c2ccc(NC(=S)NC(=O)C(C)C)cc2)CC1,100,118,106,105,0.1,88,95,0
CC1CCN(S(=O)(=O)c2ccc3c(c2)N(CC(=O)NCCCN2CC(C)CC(C)C2)C(=O)CS3)CC1 (stereo not drawn),103,106,99,100,0.0,89,93,-1
COc1ccc2cc(-c3csc(-c4cccnc4)n3)ccc2c1,103,102,105,102,-0.2,110,99,2
CCC(CC)NC(=O)Nc1ccc(F)cc1F,93,99,101,98,-0.2,95,100,-1
O=C(CCN1C(=O)c2ccccc2C1=O)Nc1ccccc1C(=O)N1CCOCC1,100,104,101,101,0.0,117,105,2
CCC(=O)NCCc1cc2cc(C)c(C)cc2[nH]c1=O,103,105,100,106,0.1,95,97,3
COc1cccc(CNC(=O)CCNC(=O)Cn2ccc3ccccc3c2=O)c1,101,103,103,101,-0.2,98,95,-4
COc1ccc(-n2ncc(C(C)NS(=O)(=O)c3ccc(C(C)=O)cc3)c2C)cc1 (stereo not drawn),84,94,86,99,0.1,99,96,5
COc1ccc(-c2cc(C(=O)O)no2)cc1,104,101,102,98,-0.1,97,102,3
COCCNC(=O)C(=O)N/N=C(\C)CC(=O)Nc1ccc(Cl)cc1Cl,95,103,98,99,-0.1,111,99,4
CCN(CC)C(=O)c1ccc(Cn2cc([N+](=O)[O-])cn2)o1,93,93,102,95,-0.1,108,107,0
Cc1ccc(S(=O)(=O)N(C)CC(=O)OCC(=O)NC(c2ccccc2)c2ccccc2)cc1,92,96,103,104,0.0,106,101,1
COc1ccc(C(Nc2cccc([N+](=O)[O-])c2)P(=O)(OC(C)C)OC(C)C)cc1 (stereo not drawn),110,103,98,99,-0.1,95,102,-3
FC(F)(F)c1ccc(NCc2ccccn2)nc1,93,94,92,92,-0.1,99,96,0
